From PubChem BioAssay
HepG2 viability: kills HepG2 cells in TGF-b inhibitor counter-screen; HepG2 CAGA-GFP viability, ATP luminescence, 18 h; Potency, µM (top dose mostly 46.1 µM), for inactives: at the highest dose activity change, negative = cytotoxicity, usual class: cytotoxic; 410,000 compounds, 0.76% hits; further: potency means the concentration at half of the fitted maximal effect; some results filed as inactive show a strong effect at the top dose
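CellTiter-Glo luminescence gave cytotoxicity after 18 hours at 37 degrees C. The cells were HepG2 CAGA-GFP in 1% FBS DMEM, stimulated with 500 pg/mL TGF-beta after compound addition. %Activity was normalised to no-cell wells (complete cell-killing) and DMSO (no toxicity), and curves were fitted and classified.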
Nrf2 block: Nrf2 pathway inhibition; A549 ARE-Fluc reporter, luciferase luminescence, 18-24 h; Potency, µM (doses to about 46 µM), without a hit: at the top dose activity change, negative = inhibition, usual class: inhibitors; 360,000 compounds, 2.1% hits; further: potency means the concentration at half of the fitted maximal effect; on the % scale 0 is the no-effect control and ±100 the full control effect; nearly all actives have a fitted effect of over 60% in size
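Two sequential reads on A549 ARE_Fluc cells exposed to compound for 18-24 h: a CellTiter-Fluor fluorescence read for viability, then a luciferase luminescence read for Nrf2/ARE activity.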
MCF10A rerep: induces DNA re-replication in MCF 10a normal breast cells; MCF 10A DNA re-replication, Hoechst nuclear intensity, 48 h; Potency, µM (highest dose often 46.1 µM), inactives show at the top dose activity, positive = re-replication, most hits filed as activators; 350,000 compounds, 2.9% hits; AID 624296; further: potency means the concentration at half of the fitted maximal effect; % of control where 0% means no effect; nearly all actives have a fitted effect of over 50% in size
ATXN2 expr inh: inhibitors of ATXN2 expression. HEK-293 ATXN2-luciferase reporter, luminescence, 24 h. Potency, µM (doses to about 57 µM), without a hit: at the highest dose activity change, negative = inhibition, actives largely listed as inhibitors. 360,000 compounds, 0.72% hits. AID 1745845; further: potency means the concentration at half of the fitted maximal effect; on the % scale 0 is the no-effect control and ±100 the full control effect; nearly all actives have a fitted effect of over 55% in size
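ATXN2-luciferase reporter cells (luciferase flanked by upstream and downstream ATXN2 gene portions) were treated 24 h at 37 °C with compounds at up to 57 uM. SteadyGlo luminescence gave expression; GF-AFC fluorescence gave viability.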
Nrf2 ARE act: activates Nrf2 signaling. AREc32 ARE-luciferase reporter (MCF7-derived line), luminescence, 24 h. Potency, µM (series often up to 46.1 µM), inactives show top-dose activation, usual class: activators. 410,000 compounds, 0.31% hits. AID 624171; further: potency means the concentration at half of the fitted maximal effect; % of control where 0% means no effect; nearly all actives have a fitted effect of over 65% in size
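Each well held 1000 AREc32 cells, which were incubated with compound for 24 hr at 37 deg C after overnight attachment, and ARE reporter activity was quantified by firefly luciferase luminescence.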
ATXN viability: reduces viability in counter-screen for ATXN expression inhibitors; S2 cells (HEK-293 line with an ATXN2-luciferase reporter) viability, CellTiter-Fluor protease fluorescence, 24 h; Potency, µM (top dose mostly 56.7 µM), usual class: cytotoxic; 400,000 compounds, 0.49% hits; AID 651635; further: potency means the concentration at half of the fitted maximal effect; nearly all actives have a fitted effect of over 40% in size
IL1B secr inh: inflammasome signaling inhibition, IL-1 beta readout | 360,000 compounds, 4.7% hits | THP-1 LPS/ATP IL-1B secretion, AlphaLISA, 16 h; stronger effect = lower value | activity change, % at 57.5 µM; in the data active means activity change below about -50%; inconclusive means mostly about -30% to -49%; further: on the % scale 0 is the no-effect control and ±100 the full control effect
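THP-1 cells pretreated 1 hr with compounds (up to 57.5 uM final), then stimulated with LPS (250 ng/mL final) plus ATP (1.25 mM final); secreted IL-1B measured by AlphaLISA after 16 hr, decreased signal indicating inhibition.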
TGFb SMAD3 inh: blocks TGF-b signaling. HepG2 CAGA-GFP TGF-b/SMAD3 reporter, GFP fluorescence, 18 h; TGF-beta stimulated, 500 pg/mL final. Potency, µM (highest dose often 46.1 µM), without a hit: top-dose activity, negative = inhibition, hits mostly inhibitors. 410,000 compounds, 1.2% hits. AID 588855; further: potency means the concentration at half of the fitted maximal effect; on the % scale 0 is the no-effect control and ±100 the full control effect; nearly all actives have a fitted effect of over 65% in size
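Cell-based qHTS in HEPG2 carrying a CAGA-GFP Smad reporter; compounds added before 500 pg/mL final TGF-beta, 18 h incubation at 37 degrees C, GFP fluorescence quantified per cell by imaging cytometry.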
A549 tox: kills or reduces viability of A549 cells in Nrf2 counter-screen; 390,000 compounds, 0.16% hits; AID 504648; A549 ARE-Fluc cells, CellTiter-Fluor viability, 18-24 h; Potency, µM (series often up to 46 µM), for inactives: top-dose activity change, negative = cytotoxicity, hits mostly inhibitors; further: potency means the concentration at half of the fitted maximal effect; on the % scale 0 is the no-effect control and ±100 the full control effect
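Cytotoxicity counterscreen: CellTiter-Fluor fluorescence was measured in A549 ARE_Fluc cells after 18-24 h of compound exposure in a concentration series. The subsequent BugLite luminescent read reports ARE-luciferase activity.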
* marks the source's active call; other numbers are inactive results; i = inactive; ? = inconclusive; . = no result given; & = joins results of further samples; [ ] = remark or other dose. Unless noted, the call rests on the fitted dose curve; in most records, active means well fitted curve in the direction sought with a large enough effect; inconclusive means small, poorly fitted or top-dose-only effect, or another doubt; inactive means no such curve, though single readings can be large; an effect the other way counts as inactive or inconclusive. Compounds were not picked by outcome; any-hit rate near 8.8%.

| Structure | HepG2 viability | Nrf2 block | MCF10A rerep | ATXN2 expr inh | Nrf2 ARE act | ATXN viability | IL1B secr inh | TGFb SMAD3 inh | A549 tox |
| --- | --- | --- | --- | --- | --- | --- | --- | --- | --- |
| O=C(CC1Nc2cccc3cccc(c23)NC1=O)Nc1ccc(F)cc1 (stereo not given) | -15%&-30% | 0%&5% | -1% | -22% | 9.0%&11% | i | 16 | ? | -6%&-8% |
| COc1ccc(NC(=O)CC23CC4CC(CC(Br)(C4)C2)C3)c(OC)c1 | 6% | 27% | 2% | 3% | 0.8% | i | 19 | 17% | -8% |
| Cc1ccc2c(c1)c1c3n2CCN(C(=O)CCl)C3CCC1 (stereo not given) | -102% | -16% | ? | -30% | ? | ? | -99* | ? | -3% |
| CC(=O)c1ccc(-n2ccnc2)cc1 | 1% | 5% | 1% | -19% | -1.0% | i | 20 | 26% | 0% |
| CSc1ncccc1C(=O)Nc1nc2ccc(S(C)(=O)=O)cc2s1 | -14% | 14% | -20% | -16%[11.3 µM] | 0.9% | i | -12 | -1% | 2% |
| Nc1c(C(O)(C(F)(F)F)C(F)(F)F)cc(C(O)(C(F)(F)F)C(F)(F)F)c2ccccc12 | 18µM* | 15µM* | 18µM* | ? | -0.3% | ? | -96* | 11µM* | ? |
| CCOC(=O)c1[nH]c(C)c(C(=O)NCc2ccc(Cl)cc2)c1C | -15% | -8% | ? | -6% | -0.4% | i | 35 | -21% | -2% |
| CC(C)(C)OC(=O)N1CCC(c2c(C(=O)N3CCN(C4CCCCC4)CC3)cnn2-c2ccccc2)CC1 | 1% | 2% | 3% | . | 0.6% | i | 4 | 4% | -1% |
| C/C(=N\NC(=O)c1nnn(-c2nonc2N)c1CN(C)c1ccccc1)c1ccccc1O | -22% | 8.2µM* | ? | ? | -0.7% | i | 93 | ? | -18% |
| CCCNC(=O)c1cc(C2CCCCN2C(=O)c2cc(C(C)(C)C)nn2C)on1 (stereo not given) | -13% | . | . | 2% | -0.3% | i | 19 | -11% | . |
| COc1ccc(NC(=O)NC(c2ccccc2)c2ccccc2)c(OC)c1 | -1% | -22% | 13% | -1% | -0.5% | i | 13 | 0% | 1% |
| Nc1nonc1-n1nnc(C(=O)N/N=C/c2ccc(OCc3ccccc3F)cc2)c1CN1CCCCC1 | -11% | -4% | ? | . | 4.6% | i | -10 | -13% | -1% |
| Cc1cn(C)c(CC(=O)N2CCN(c3cccc(C(F)(F)F)c3)CC2)c1C(=O)O | -2% | . | . | -11% | 0.4% | i | . | -4% | 0% |
| Cc1ccc2c(=O)c(C(=O)c3cccc(Cl)c3)cn(CC(=O)Nc3ccccc3C(F)(F)F)c2n1 | 5% | ? | . | 8% | 0.0% | i | . | 4% | 10% |
| CC(C)CNC(=O)C1(C)CCCN1Cc1ccccc1OC(F)F (stereo not given) | -8% | . | . | -22% | 0.7% | i | -5 | -22% | . |
| COc1cc(S(=O)(=O)N2CCOCC2)ccc1N | -7% | -1% | -3% | ? | -0.5% | i | -14 | -5% | 2% |

Three of these compounds in another layout.
Order of results: HepG2 viability	Nrf2 block	MCF10A rerep	ATXN2 expr inh	Nrf2 ARE act	ATXN viability	IL1B secr inh	TGFb SMAD3 inh	A549 tox
> COc1cc(S(=O)(=O)N2CCOCC2)ccc1N
 : -7%	-1%	-3%	?	-0.5%	i	-14	-5%	2%
> Cc1ccc2c(=O)c(C(=O)c3cccc(Cl)c3)cn(CC(=O)Nc3ccccc3C(F)(F)F)c2n1
 : 5%	?	.	8%	0.0%	i	.	4%	10%
> C/C(=N\NC(=O)c1nnn(-c2nonc2N)c1CN(C)c1ccccc1)c1ccccc1O
 : -22%	8.2µM*	?	?	-0.7%	i	93	?	-18%

(continued)
| Structure | HepG2 viability | Nrf2 block | MCF10A rerep | ATXN2 expr inh | Nrf2 ARE act | ATXN viability | IL1B secr inh | TGFb SMAD3 inh | A549 tox |
| --- | --- | --- | --- | --- | --- | --- | --- | --- | --- |
| COc1ccccc1-c1nnc(SCC(=O)Nc2ccc(N3CCOCC3)cc2)n1C | -16% | 2% | 0% | 6% | 4.3% | i | 4 | -14% | 12% |
| Cc1ccc(-c2cc(C(F)(F)F)n3nc(C(=O)Nc4ccc(Cl)cc4Cl)cc3n2)cc1 | 7% | 10% | . | 7% | 0.3% | i | . | 5% | 4% |
| O=C(Nc1nnc(C2CC2)s1)C1CCCCN1S(=O)(=O)c1ccccc1 (stereo not given) | 6% | ? | -1% | -3% | 0.2% | i | 11 | 0% | -8% |
| CC(C)CC1C(=O)N(Cc2cn(CC3CCCCC3)nn2)CCS(=O)(=O)N1Cc1ccc(-c2cccc(CO)c2)cc1 (stereo not given) | -16% | . | . | ? | 0.0% | ? | -27 | ? | . |
| Cc1nc2ccccn2c1/C(O)=C1\C(=O)C(=O)N(CCN(C)C)C1c1cccnc1 (stereo not given) | 7% | 8% | -3% | 2% | 0.2% | i | 11 | 26% | -10% |
| C#CCOCCOCCOCCNc1nc(N2CCN(C(=O)C([C@@H](C)CC)n3cc(C(N)COC(=O)C(F)(F)F)nn3)CC2)nc(N2CCN(C(=O)[C@H](CCCCN)n3cc(C(N)[C@H](C)CC)nn3)CC2)n1 (stereo not given in full) | 1% | -2% | -2% | 1% | 0.0% | i | 9 | -26% | -5% |
| Cc1cccc(NS(=O)(=O)c2ccc(C)c(NS(=O)(=O)c3cccs3)c2)c1 | -4% | 0% | 1% | 22% | 3.4% | i | -62* | -13% | 8% |
| Cc1ccc(NC(=O)c2cc(S(=O)(=O)N3CCCCC3)ccc2N2CCOCC2)cc1F | -3% | ? | 5% | -32% | 0.3% | i | -20 | 0% | -11% |
| Cc1oc(-c2ccc(Cl)cc2)nc1CN1CCCC(C(=O)NCCc2ccccc2)C1 (stereo not given) | -21% | 14% | . | -2% | 7.6% | ? | . | 7.1µM* | -6% |
| Cc1ncc(S(=O)(=O)c2ccccc2)c(-c2ccccc2)n1 | -16% | -2% | -4% | 9% | -0.4% | i | 9 | 2% | 1% |
| CC[C@@]1(C(=O)OC)N[C@H](CN(C)S(=O)(=O)c2ccc(-c3ccccc3)cc2)[C@@H]2C(=O)N(Cc3ccccc3)C(=O)[C@@H]21 | 6% | 0% | 6% | 0% | -1.0% | i | 2 | 14% | 7% |
| CCN1C(=O)c2cccc3c(NC(=O)c4ccc(S(=O)(=O)N(C)C)cc4)ccc1c23 | 1% | . | ? | 31%[activator] | 14% | i | -17 | -5% | -10% |
| CCOc1ccc2nc(N(CCN(C)C)C(=O)/C=C/c3cccs3)sc2c1 | -36% | -3% | 0% | . | 11% | i | -71* | 2% | 5% |
| CC(=O)Nc1c(C)nn(-c2ccccc2)c1N1CCC(C(=O)Nc2ccc(C)cc2Cl)CC1 | -36% | . | . | . | 6.2% | . | . | -1% | -1% |
| CCN(CC)S(=O)(=O)c1nnc(NC(=O)COc2cccc(C)c2)s1 | -14% | ? | . | 9% | -0.2% | i | . | -29% | 9% |
| CCOc1ccc(CN(C(=O)c2oc3cc(C)ccc3c2C)C2CCS(=O)(=O)C2)cc1 (stereo not given) | -12% | -18% | 15µM* | -22% | -0.5% | i | -7 | ? | -14% |
| COc1ccccc1C(=O)Oc1cc(N)n(S(=O)(=O)c2ccccc2)n1 | -24% | 9% | 6% | . | 1.5% | i | 39 | ? | 1% |
| COc1ccccc1C1=NC(c2ccc(F)cc2)N=C1C (stereo not given) | -4% | ? | 8% | 2% | 2.7% | i | ? | -5% | 9% |
| CCOC(=O)/C(N=O)=C(\O)C1CCN(C(=O)OCC)CC1 | 7% | 2% | 1% | 3% | -0.3% | i | 1 | -2% | -2% |
| CN1CCN(c2nc3c(c(=O)[nH]c(=O)n3C)n2Cc2ccccc2)CC1 | 12% | -4% | -1% | 9% | 0.2% | i | 20 | 1% | -5% |
| Cc1csc(NC(=O)c2cc3c(C)nn(Cc4ccccc4Cl)c3s2)n1 | -5% | ? | 10µM* | -7% | 5.0% | i | 6 | 8% | 0% |
| CCCCN(CCCC)Cc1ccc(C(=O)NNC(=O)Nc2ccc(Cl)cc2)o1 | -17% | ? | 13% | -15% | 3.7% | ? | -57* | 5% | -12% |
| C=CCn1c(NCc2c[nH]c3ccccc23)nc2ccccc21 | -32% | 19% | ? | 29% | 1.7% | i | ? | -32% | -11% |
| C=CCOn1c(C)c(C(C)=O)c2c3nonc3ccc21 | -27% | ? | ? | 0% | 0.5% | i | -19 | -8% | 0% |
| COc1ccc(S(=O)(=O)N2CCN(C)CC2)cc1C | 3% | 2% | 3% | -1% | -0.5% | i | 11 | 16% | 0% |
| C=CCn1c(=S)[nH]c2scc(-c3ccc(C)o3)c2c1=O | -1% | -25% | 16µM* | 2%[11.3 µM] | 3.6% | i | 46 | 24% | -11% |
| COc1ccc(NC(=O)c2ccc(NC3CC(=O)N(c4ccc(C)cc4C)C3=O)cc2)cc1 (stereo not given) | -33% | ? | ? | 14% | 4.1% | i | 18 | ? | 2% |
| O=C(Nc1ccc2oc(-c3cccnc3)nc2c1)c1ccc(-c2ccccc2OC(F)(F)F)o1 | -11% | 0.65µM* | . | -15% | 5.2% | ? | . | ? | -2% |
| CC#CCN1c2ccccc2[C@]23C[C@@H](C(=O)OC)N(C(=O)c4ccco4)C2=NC(C(=O)OC)=C(C(=O)OC)[C@H]13 | -18% | -6% | ? | -29% | -0.4% | i | 14 | -8% | 0% |
| OC(CN1CCN(C(c2ccccc2)c2ccccc2)CC1)c1ccc(Br)cc1 (stereo not given) | -6% | 10% | 9% | . | -0.8% | . | -1 | 3% | -16% |
| CC(C(=O)NC(=O)NCc1ccccc1)N1C(=O)c2ccccc2C1=O (stereo not given) | 8% | . | -3% | 2% | 0.1% | i | 7 | 14% | 0% |
| CN(C(=O)Cn1nnc(-c2ccccc2)n1)C1CCS(=O)(=O)C1 (stereo not given) | -10% | 18% | -4% | -5% | -0.4% | i | 13 | -15% | -10% |
| CCS(=O)(=O)C(=C1NCCO1)S(=O)(=O)CC | -8% | -16% | 13% | 3% | 0.0% | i | -9 | 26% | 1% |
